# AMA1-RON2 inh: inhibitors of Plasmodium falciparum AMA1-RON2 interaction; Potency, µM (highest dose often 58.2 µM), for the others: at the top dose activity change, negative = inhibition, most hits filed as inhibitors; AID 720542; hit rate 0.2% among 360,000; AlphaScreen AMA1-biotinylated RON2 peptide binding;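 note: potency is the fitted concentration of half-maximal effect; 0% = vehicle wells and -100% = peptide control; nearly all actives have a fitted effect of over 45% in size; some results filed as inactive show a strong effect at the top dose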
#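 AMA1 (3D7) with his tag at 25 nM final met compounds first, then biotinylated RON2 peptide at 25 nM; detection used donor plus acceptor beads, 10 µg/mL apiece, read by AlphaScreen after 30 min at room temperature.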
# HCMV inh: human cytomegalovirus inhibition. AID 1259415. activity change, negative = inhibition, % at 57.5 µM. hit rate 4.5% among 410,000. HFF cells, HCMV-luciferase reporter, 72 h; stronger effect = lower value; in the data active = activity change below about -60%; inconclusive = no clear call, values can overlap the other calls; inactive = above about -39%
#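 Compounds were evaluated in HFFs infected with an HCMV luciferase reporter virus (MOI 1 PFU/cell). Luciferase in lysates collected 72 h post infection served as the replication measure.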
# FBPA Giardia inh: inhibitors of Giardia lamblia fructose-1,6-bisphosphate aldolase. A8B2U2. AID 2451. hit rate 0.71% among 290,000. purified Giardia FBPA. Potency, µM (titrated, usually from 59.6 µM), without a hit: top-dose activity, negative = inhibition, actives largely listed as inhibitors; note: potency is the fitted concentration of half-maximal effect; nearly all actives have a fitted effect of over 55% in size
# Target sequence (A8B2U2 whole entry, looked up): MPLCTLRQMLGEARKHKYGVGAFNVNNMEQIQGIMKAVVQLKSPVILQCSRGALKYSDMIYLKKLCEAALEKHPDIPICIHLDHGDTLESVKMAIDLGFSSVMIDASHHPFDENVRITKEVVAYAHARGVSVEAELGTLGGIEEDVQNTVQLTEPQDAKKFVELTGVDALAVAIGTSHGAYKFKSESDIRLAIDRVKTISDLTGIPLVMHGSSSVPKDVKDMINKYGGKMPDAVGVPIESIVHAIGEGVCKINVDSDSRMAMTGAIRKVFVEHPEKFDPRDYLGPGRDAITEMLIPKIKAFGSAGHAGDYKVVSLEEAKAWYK
#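 40 nM FBPA preincubated 10 min at RT with compound (up to 57.5 uM final), then substrate plus GAPDH/TPI/NAD/arsenate coupling and diaphorase/resazurin added. Fluorescence read after 20 min at RT, 525/598 nm.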
# HCV inhibitor: blocks hepatitis C virus | hit rate 3.4% among 340,000 | Huh7.5.1 HCVcc-Cre infection, luciferase reporter, 44 h | AID 651820 | Potency, µM (series often up to 41.8 µM), without a hit: top-dose activity change, negative = inhibition, hits mostly inhibitors; note: potency is the fitted concentration of half-maximal effect
#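 Compounds are dispensed onto cells plated 4 h earlier at 1,000 per well, with HCVcc-Cre virus (about 0.5 moi) added next. Following 44 h of culture, luminescent signal is measured for 15 sec after 15 min with substrate at room temperature.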
# Sm TGR block: blocks Schistosoma mansoni thioredoxin glutathione reductase. purified TGR, DTNB reduction, TNB absorbance 405 nm. Potency, µM (series often up to 114 µM), without a hit: top-dose activity change, negative = inhibition, usual class: inhibitors. AID 485364. hit rate 3% among 360,000. Q962Y6; note: potency is the fitted concentration of half-maximal effect; nearly all actives have a fitted effect of over 60% in size
#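 First, TGR (20 nM dispensed) and NADPH were mixed with compound. Second, a 15 min room-temperature incubation followed. Third, further NADPH and then DTNB were added to start the reaction. Finally, TNB absorbance was monitored kinetically.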
# AmpC detergent: AmpC beta-lactamase inhibition with detergent present | hit rate 0.041% among 370,000 | AmpC hydrolysis of nitrocefin, absorbance 480 nm, 0.01% Triton | AID 485294 | Potency, µM (doses to about 114 µM), for inactives: top-dose activity change, negative = inhibition, hits mostly inhibitors | P00811;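 note: potency is the fitted concentration of half-maximal effect; 0% = no-compound wells and -100% = no-enzyme wells; nearly all actives have a fitted effect of over 25% in size; some results filed as inactive show a strong effect at the top dose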
# Target sequence (P00811 whole entry, looked up): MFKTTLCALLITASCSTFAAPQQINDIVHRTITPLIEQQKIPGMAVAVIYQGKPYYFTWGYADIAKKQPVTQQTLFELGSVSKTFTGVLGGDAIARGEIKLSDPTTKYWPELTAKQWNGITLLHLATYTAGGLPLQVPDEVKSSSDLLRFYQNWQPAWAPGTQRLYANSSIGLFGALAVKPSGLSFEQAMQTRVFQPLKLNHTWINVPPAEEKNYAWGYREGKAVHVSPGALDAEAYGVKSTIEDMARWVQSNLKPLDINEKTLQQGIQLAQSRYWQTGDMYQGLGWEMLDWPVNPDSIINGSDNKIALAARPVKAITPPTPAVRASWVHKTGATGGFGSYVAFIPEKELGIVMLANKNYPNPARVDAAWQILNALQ
#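 20 mM phosphate pH 7.0 + 0.01% (detergent screen) or 0.0001% Triton X-100; 5.3 nM AmpC reagent; cpd preinc 15 min RT; nitrocefin (800 uM stock) to start; A480 q20 s × 4 min; Activity was normalised to no-enzyme and no-compound control wells.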
# * = called active by the depositor; u = inconclusive; x = not tested or not shown; [ ] = remark or other dose. Unless noted, calls come from the whole dose curve; as a rule, active = well fitted curve in the direction sought with a large enough effect; inconclusive = small, poorly fitted or top-dose-only effect, or another doubt; inactive = no such curve, though single readings can be large; an effect the other way counts as inactive or inconclusive. Unless noted, % is set by controls: 0 for no effect and ±100 for the full control effect.
canonical_smiles,Sm TGR block,AmpC detergent,HCMV inh,AMA1-RON2 inh,FBPA Giardia inh,HCV inhibitor
Cc1cc(C)c(S(=O)(=O)N(C)CC(=O)NCc2ccccn2)c(C)c1,-0.2%,-7.9%,-4.3,8.5%,6.1%,3.6%
CC1CC(=O)N(c2ccc(N(C)Cc3ccccc3)c([N+](=O)[O-])c2)C1=O (centres undefined),3.6%,2.3%,u,-3.6%,-6.1%,12.0%
Cc1ccc(OCC(O)CN2C(=O)NC(C)(C)C2=O)cc1C (centres undefined),3.3%,u,85.1,-4.7%,3.9%,-2.7%
CCc1ccc(-c2nc(CS(=O)CC(=O)NCCc3ccc(Cl)cc3)c(C)o2)cc1 (centres undefined),31.6µM*,4.9%,-2.8,x,x,x
COc1ccccc1C/C(N)=N/OC(=O)c1cccc([N+](=O)[O-])c1,-25.9%,7.2%,124.9,-12.5%,0.3%,u
O=C(NCc1ccncc1)c1cncc(Br)c1,2.7%,-3.2%,3.9,-0.9%,4.1%,0.8%
CCOc1ccc2noc3c2c1C(=O)c1ccccc1-3,u,-0.7%,-5.5,13.6%,u,16.4%
COCc1cc(=O)n2c(-c3ccccc3OC)n[nH]c2n1,4.6%,1.8%,14.9,22.7%,-18.1%,19.1%
Cc1cccc(Nc2nc(-c3ccc(O)cc3O)cs2)n1,8.4%,3.8%,10.4,54.7%[activator],-13.7%,u
CCOC(=O)C1=C(C)N(CCCCCC(=O)O)C(=O)NC1c1cccc([N+](=O)[O-])c1 (centres undefined),-21.0%,-18.9%,-16.1,7.9%,-25.7%,27.0%

# Profiles, quoted from the list. Values in the order: Sm TGR block	AmpC detergent	HCMV inh	AMA1-RON2 inh	FBPA Giardia inh	HCV inhibitor
# Cc1cc(C)c(S(=O)(=O)N(C)CC(=O)NCc2ccccn2)c(C)c1 is listed as -0.2%	-7.9%	-4.3	8.5%	6.1%	3.6%
# COCc1cc(=O)n2c(-c3ccccc3OC)n[nH]c2n1 is listed as 4.6%	1.8%	14.9	22.7%	-18.1%	19.1%
# CCc1ccc(-c2nc(CS(=O)CC(=O)NCCc3ccc(Cl)cc3)c(C)o2)cc1 (centres undefined) is listed as 31.6µM*	4.9%	-2.8	x	x	x

# The listing picks up, starting 5 compounds before the break.
canonical_smiles,Sm TGR block,AmpC detergent,HCMV inh,AMA1-RON2 inh,FBPA Giardia inh,HCV inhibitor
O=C(NCc1ccncc1)c1cncc(Br)c1,2.7%,-3.2%,3.9,-0.9%,4.1%,0.8%
CCOc1ccc2noc3c2c1C(=O)c1ccccc1-3,u,-0.7%,-5.5,13.6%,u,16.4%
COCc1cc(=O)n2c(-c3ccccc3OC)n[nH]c2n1,4.6%,1.8%,14.9,22.7%,-18.1%,19.1%
Cc1cccc(Nc2nc(-c3ccc(O)cc3O)cs2)n1,8.4%,3.8%,10.4,54.7%[activator],-13.7%,u
CCOC(=O)C1=C(C)N(CCCCCC(=O)O)C(=O)NC1c1cccc([N+](=O)[O-])c1 (centres undefined),-21.0%,-18.9%,-16.1,7.9%,-25.7%,27.0%
CCn1c(SCC(=O)Nc2ccc3c(c2)OCCO3)nnc1-c1ccncc1,11.0%,3.7%,9.0,-13.7%,-1.5%,7.9%
Cc1ccc(C)c(N2C(=N)S/C(=C\c3ccc(-c4ccccc4C(=O)O)o3)C2=O)c1,-2.1%,1.8%,-30.2,u,24.2%,-2.0%
C=CC[C@H](CC(=O)NCCO)C(=O)N[C@@H](COC(=O)[C@@H](CC=C)Cc1ccc(F)cc1)Cc1ccccc1,x,x,5.2,7.2%,x,-12.1%
CS(=O)(=O)N(CC(=O)Nc1c(F)cccc1F)c1cccc([N+](=O)[O-])c1,3.3%,-3.7%,-9.8,-3.5%,-0.4%,6.5%
CCCC(C)NNC(=O)c1cc2ccccc2[nH]1 (centres undefined),-23.8%,u,86.6,18.9%,0.8%,-12.4%
CC(C)(C)n1nnnc1C(c1cccc(C#N)c1)N1CCCc2ccccc21 (centres undefined),-1.8%,u,-17.1,-9.8%,1.5%,-0.7%
O=C1NC(c2ccccc2Br)=N/C1=C\c1ccco1,39.8µM*,-0.7%,1.8,-16.4%,-21.9%,21.6%
COc1ccc(C(C)=O)cc1COC(=O)CSC(C)C(=O)Nc1cc(C)on1 (centres undefined),u,0.0%,-16.7,0.0%,x,3.7%
CCOc1ccc(Br)cc1S(=O)(=O)Nc1ccccc1N1CCOCC1,-13.0%,-10.2%,-6.1,7.8%,-21.2%,-20.8%
CC1=C(C)CC2C(=O)N(c3cccc4ccccc34)C(=O)C2C1 (centres undefined),u,u,15.7,5.7%,1.2%,-2.2%

# Next section:
canonical_smiles,Sm TGR block,AmpC detergent,HCMV inh,AMA1-RON2 inh,FBPA Giardia inh,HCV inhibitor
Cn1c(=O)oc2cc(S(=O)(=O)CCC(=O)NCc3ccccc3)ccc21,8.7%,26.0%,5.2,x,x,x
Clc1ccc(C=NN2CCCCCC2)cc1Cl,x,x,-1.5,-28.0%,x,19.7%
COc1ccc(CNC(=O)CC(C)n2nc(C)cc2C)cc1 (centres undefined),3.6%,26.1%,-1.5,x,x,x
CCOC(=O)N1CCN(S(=O)(=O)c2ccc(F)c(C(=O)Nc3cc(C)cc(C)c3)c2)CC1,-2.4%,-7.0%,17.5,-2.2%,-6.3%,u
COc1ccccc1OCC(=O)N1CCCC(Nc2cccc(F)c2)C1 (centres undefined),2.3%,u,19.1,11.8%,5.9%,3.7%
CCOc1cc(C=C2C(=O)c3ccccc3C2=O)ccc1OCC(=O)Nc1ccc(C)cc1,0.6%,-5.9%,-4.3,-1.1%,-0.1%,-0.4%
COc1c(C(=O)Nc2ccc3[nH]c(=O)[nH]c3c2)cc2ccccc2c1Br,x,-3.9%,u,u,3.7%,-17.2%
c1ccc(CSc2ncnc3c2oc2ccccc23)cc1,x,x,10.9,-2.2%,x,-3.1%
COc1ccc(-c2ccc(OC)cc2C(=O)O)cc1,3.7%,-8.8%,48.2,3.8%,1.9%,5.8%
O=C(Nc1ccncc1)c1ccc2c(c1)C(=O)N(C1CCCCC1)C2=O,-1.3%,1.8%,-29.9,-19.7%,0.1%,u

# Additional records.
canonical_smiles,Sm TGR block,AmpC detergent,HCMV inh,AMA1-RON2 inh,FBPA Giardia inh,HCV inhibitor
Cc1cc(C)n(-c2cc(N3CCN(S(=O)(=O)c4ccc(Br)cc4)CC3)ccc2[N+](=O)[O-])n1,4.2%,-4.5%,40.9,-20.6%,-0.3%,u
CSc1cccc(NC(=O)C2CCN(S(=O)(=O)c3ccc4c(c3)CCCN4C(=O)C3CCC3)CC2)c1,-1.5%,-5.3%,-33.5,x,x,x
Cc1ccc(CNC(=O)Cc2csc(Nc3nc(=S)[nH]c4ccccc34)n2)cc1,-14.1%,-5.0%,51.3,x,5.8%,x
CCOc1c(C)cc(S(=O)(=O)NCc2cccnc2)c(C)c1C,-0.6%,-14.4%,-28.9,-2.8%,2.4%,-20.4%
Cc1cc(C)c(C)c(S(=O)(=O)NCc2ccc(C(=O)N3CCOCC3)cc2)c1C,-1.2%,6.6%,-11.3,-2.7%,x,5.2%
N#CCOc1ccccc1CNC[C@H]1O[C@@H](n2cnc(C(N)=O)n2)[C@H](O)[C@@H]1O,x,x,35.4,-2.7%,x,5.5%
CCOC(=O)C(NC(=O)c1ccc(OC)cc1)(Nc1cc(C)on1)C(F)(F)F (centres undefined),0.0%,0.2%,-7.8,3.1%,8.1%,17.0%
COc1ccccc1NC(=O)CSc1nc2c(oc3ccccc32)c(=O)n1Cc1ccco1,2.9%,29.3%,-14.0,x,x,x
O=CN1CCN(C(=O)Cc2ccc([N+](=O)[O-])cc2)CC1,3.6%,4.4%,35.8,4.1%,1.5%,25.5%
CC(=O)Cc1nsc(Nc2ccccc2)n1,-2.8%,u,18.1,4.3%,1.9%,3.5%

# By substructure: those above containing a cyano group.
canonical_smiles,Sm TGR block,AmpC detergent,HCMV inh,AMA1-RON2 inh,FBPA Giardia inh,HCV inhibitor
CC(C)(C)n1nnnc1C(c1cccc(C#N)c1)N1CCCc2ccccc21 (centres undefined),-1.8%,u,-17.1,-9.8%,1.5%,-0.7%
N#CCOc1ccccc1CNC[C@H]1O[C@@H](n2cnc(C(N)=O)n2)[C@H](O)[C@@H]1O,x,x,35.4,-2.7%,x,5.5%
